Screens: PubChem, several laboratories
GPR7 antagonist – blocks human GPR7 receptor signaling. GPR7-expressing cells, fluorescence antagonist assay. inhibition, % at 4.4 µM. 290,000 tested, 1.1% active. AID 1861; in the data active = inhibition above about 16%, passing the limit was not always enough;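 note: cells stimulated with the agonist NPW; 0% = agonist with vehicle and 100% = vehicle without agonist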
IDE cell activ – activators of human insulin-degrading enzyme in cells; P14735; 340,000 tested, 0.073% active; activation, % at 5.96 µM; HEK cells, FAbeta-B cleavage, fluorescence polarization; 0% vehicle, 100% cell-free pure enzyme wells; AID 493087;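 active = activation above the mean of all tested compounds plus 3 SD, set per screening campaign, cut at about 17% in these data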
pCIP destab – lowers stability of the mouse p/CIP coactivator protein; decrease of EGFP signal, % at 10 µM; 290,000 tested, 0.01% active; Q05BA5; F442A p/CIP-EGFP cells, EGFP fluorescence, 16 h;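 active = EGFP signal decrease of at least 30% at 10 µM or well 3 SD below plate mean, unless failing retest; inactive = the rest, including hits failing retest or dose response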; note: some compounds called inactive have numbers as strong as hits; many of its hits are not listed in these tables
Target sequence (Q05BA5 1-1403): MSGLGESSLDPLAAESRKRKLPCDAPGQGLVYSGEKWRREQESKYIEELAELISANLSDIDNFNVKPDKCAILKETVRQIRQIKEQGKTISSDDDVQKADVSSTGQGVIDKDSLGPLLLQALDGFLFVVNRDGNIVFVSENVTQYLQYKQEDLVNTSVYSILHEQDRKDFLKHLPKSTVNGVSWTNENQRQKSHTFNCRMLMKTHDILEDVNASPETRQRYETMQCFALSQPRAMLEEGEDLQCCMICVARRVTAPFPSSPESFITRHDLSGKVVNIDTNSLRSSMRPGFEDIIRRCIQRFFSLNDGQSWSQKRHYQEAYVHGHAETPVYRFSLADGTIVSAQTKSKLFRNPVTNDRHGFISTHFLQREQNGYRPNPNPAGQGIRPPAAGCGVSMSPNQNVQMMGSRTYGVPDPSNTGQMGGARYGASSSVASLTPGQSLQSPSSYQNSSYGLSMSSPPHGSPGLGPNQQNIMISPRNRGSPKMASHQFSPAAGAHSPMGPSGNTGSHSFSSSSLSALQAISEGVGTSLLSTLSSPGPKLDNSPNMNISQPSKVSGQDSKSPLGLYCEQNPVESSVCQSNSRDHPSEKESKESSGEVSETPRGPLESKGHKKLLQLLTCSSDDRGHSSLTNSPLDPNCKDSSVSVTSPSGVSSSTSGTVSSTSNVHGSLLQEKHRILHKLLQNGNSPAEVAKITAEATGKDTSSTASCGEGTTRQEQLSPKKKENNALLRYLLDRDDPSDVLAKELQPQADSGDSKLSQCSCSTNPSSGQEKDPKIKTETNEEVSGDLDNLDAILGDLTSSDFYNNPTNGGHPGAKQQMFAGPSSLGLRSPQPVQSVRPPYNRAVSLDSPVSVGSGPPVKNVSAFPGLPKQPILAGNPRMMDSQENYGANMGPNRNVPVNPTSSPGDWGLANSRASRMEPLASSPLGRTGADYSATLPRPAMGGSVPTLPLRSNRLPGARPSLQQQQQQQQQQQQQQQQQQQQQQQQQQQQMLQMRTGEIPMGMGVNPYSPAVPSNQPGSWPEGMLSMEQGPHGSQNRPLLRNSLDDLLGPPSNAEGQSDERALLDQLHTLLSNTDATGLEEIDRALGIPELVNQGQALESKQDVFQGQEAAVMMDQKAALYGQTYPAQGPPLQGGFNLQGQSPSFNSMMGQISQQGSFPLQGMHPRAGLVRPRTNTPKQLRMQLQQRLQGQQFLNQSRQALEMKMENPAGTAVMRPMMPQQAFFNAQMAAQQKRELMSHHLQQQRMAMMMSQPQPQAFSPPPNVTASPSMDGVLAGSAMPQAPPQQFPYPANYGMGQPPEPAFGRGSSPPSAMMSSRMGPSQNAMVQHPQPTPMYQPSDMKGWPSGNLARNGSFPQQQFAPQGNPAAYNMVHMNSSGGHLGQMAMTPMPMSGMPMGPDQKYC
PHOSPHO1 inh – inhibitors of human PHOSPHO1 phosphatase | Q8TCT1 | recombinant PHOSPHO1, absorbance phosphatase assay | inhibition, % at 13.3 µM | 290,000 tested, 1.1% active | AID 1565; in the data active = inhibition above about 60%
M18AAP inhibitor – blocks P. falciparum M18 aspartyl aminopeptidase | recombinant PfM18AAP, H-Glu-NHMec fluorogenic cleavage | inhibition, % at 7.35 µM | 290,000 tested, 1.2% active | AID 1822;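 active = inhibition above the campaign mean inhibition over all tested compounds plus 3 SD, cut at about 28% in these data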;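 note: 0% = plate median of test compound wells and 100% = 2 mM ZnCl2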
VIM-2 inhibitor – blocks Pseudomonas aeruginosa VIM-2 metallo-beta-lactamase | purified VIM-2, nitrocefin hydrolysis, epi-absorbance fluorescence | inhibition, % at 5.6 µM | 290,000 tested, 0.89% active | AID 1527;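 active = inhibition above the mean of all tested compounds plus 3 SD, cutoff set per screening run, cut at about 7.5% in these data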;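 note: red hydrolysis product quenches plate fluorescence so inhibitors raise well fluorescence; 0% = enzyme with DMSO and 100% = DMSO without enzyme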
IMP-1 inhibitor – blocks Pseudomonas aeruginosa IMP-1 metallo-beta-lactamase. purified IMP-1, nitrocefin hydrolysis, epi-absorbance fluorescence. inhibition, % at 5.6 µM. 290,000 tested, 0.45% active;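 active = inhibition above the mean plus 3 SD of all compounds in the same screening run, cut at about 4.5% in these data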;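 note: 0% = IMP-1 with DMSO and 100% = DMSO wells lacking enzyme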
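System: purified IMP-1 / Input: IMP-1 dispensed at 0.2 nM / Medium: 50 mM HEPES pH 7.1, 50 µM ZnSO4, 0.05% Brij 35 / Timing: 15 min enzyme–compound preincubation, then 25 min nitrocefin reaction, 25 °C / Technique: plate fluorescence quenching by hydrolysis product, ex 480/em 530 nm / Repeats: singlicate testing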
NALP1 inh – blocks the NALP1 inflammasome reconstituted in yeast; S. cerevisiae NALP1/ASC/caspase-1 growth, X-gal OD620, 72 h; inhibition, % at 10 µM; 280,000 tested, 0.61% active; in the data active = inhibition mostly above about 24%, no sharp cut-off; inactive = mostly below about 32%; note: some compounds called inactive have numbers as strong as hits
IDE inh – inhibitors of human insulin-degrading enzyme in cells | AID 434962 | HEK cells, FAbetaB cleavage, fluorescence polarization | 320,000 tested, 0.41% active | inhibition, % at 5.59 µM;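 active = percent inhibition above the average of all tested compounds plus 3 SD, set per screening campaign, cut at about 16% in these data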;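 note: IDE supplied by intact live HEK cells; FP after avidin binding of uncleaved biotin substrate so inhibition keeps polarization high; 0% = DMSO wells and 100% = 60 µM reference IDE inhibitor Ii1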
The depositor's hits bear a star; / = no result given. Rows were taken by chance; overall some 5.3% were active at least once.

SMILES	GPR7 antagonist	IDE cell activ	pCIP destab	PHOSPHO1 inh	M18AAP inhibitor	VIM-2 inhibitor	IMP-1 inhibitor	NALP1 inh	IDE inh
COCc1cc(C)nc(Nc2ccccc2C)c1C#N	-13	5	-176	-7	-12	-0.8	-1.2	8	-1
CC(O)C(NC=C1C(=O)OC(C)(C)OC1=O)C(=O)O (centres undefined)	-18	3	-5	-31	-9	-3.2	-1.9	18	-2
O=C(COc1ccccc1)NCC(=O)N/N=C/c1ccccc1	-11	5	6	11	7	-2.3	-4.2	27	-4
Cn1c(N)c(C(=O)COC(=O)CSc2ccc3ccccc3c2)c(=O)n(C)c1=O	-6	-4	-1	21	-10	-1.5	-3.1	22	18*
CCOC(=O)Cc1nn(Cc2ccccc2)c(=O)c2ccccc12	-13	-1	-12	36	-5	0.1	-2.4	14	-3
COc1ccc(-n2c(SCC3OCCO3)nc3c(sc(=S)n3-c3ccccc3)c2=O)cc1OC	-19	2	8	26	-3	-2.8	-3.2	-13	-3
O=C(CCCNS(=O)(=O)c1cccc2nsnc12)NC1CCCCC1	4	1	0	11	-10	-0.2	-2.7	-23	-1
Cc1ccccc1-c1nc(CSc2nc3c(c(=O)[nH]2)CCC3)c(C)o1	-6	2	4	-9	1	-2.8	-0.4	29	-2
Nc1nc2n(n1)C(=O)CC(c1ccccc1)N2 (centres undefined)	-17	-2	-6	-8	20	-1.7	-2.5	-3	2
O=c1oc2ccccc2c(NCCO)c1[N+](=O)[O-]	-15	0	-12	6	-3	1.1	1.3	-20	9
O=C(Nc1nnc(-c2ccccc2SCc2ccccc2F)s1)Nc1ccccc1F	0	5	-3	7	14	1.9	-1.1	15	0
CCOC(=O)C1(O)CSc2nc3sc(C(=O)O)c(C)c3c(=O)n21 (centres undefined)	-8	4	-8	4	-3	-1.7	-2.1	26	-2
O=C(Nc1cccc(O)c1)c1ccc([N+](=O)[O-])cc1Cl	6	1	0	-11	-6	-1.9	-2.9	15	7
COc1c(C(=O)N2CCCC2)ccc2ccccc12	11	-1	-8	6	7	-0.5	-0.4	/	-7
Cc1ccc(N2CCN(/N=C/c3cccs3)CC2)cc1	-3	-1	-4	14	-9	-1.6	-3.5	37	-3

One compound at a time, from the list above. Order of values: GPR7 antagonist	IDE cell activ	pCIP destab	PHOSPHO1 inh	M18AAP inhibitor	VIM-2 inhibitor	IMP-1 inhibitor	NALP1 inh	IDE inh
`O=C(Nc1nnc(-c2ccccc2SCc2ccccc2F)s1)Nc1ccccc1F` is listed with 0	5	-3	7	14	1.9	-1.1	15	0
`Cc1ccc(N2CCN(/N=C/c3cccs3)CC2)cc1` is listed with -3	-1	-4	14	-9	-1.6	-3.5	37	-3

Going on with the list:
SMILES	GPR7 antagonist	IDE cell activ	pCIP destab	PHOSPHO1 inh	M18AAP inhibitor	VIM-2 inhibitor	IMP-1 inhibitor	NALP1 inh	IDE inh
CC(O)CN(Cc1ccc(Cl)cc1)CC(C)O (centres undefined)	-2	-3	-9	57	0	2.0	-1.3	10	-4
CCc1nc(SCC(=O)Nc2cccc3ccccc23)[nH]c(=O)c1C	-13	0	0	6	1	-2.4	-1.9	10	2
Cc1cc(C)c2ccc(NN)nc2c1O	-10	-1	-6	33	18	-1.6	-3.2	6	0
O=C1c2cccc3cccc(c23)C(=O)N1CC1CCN(CC(O)COCc2ccc3c(c2)OCO3)CC1 (centres undefined)	-5	7	-9	10	-10	16*	-0.7	20	0
Cc1cc2c(C)cc(=O)[nH]c2cc1NC(=O)CCl	-8	5	1	6	6	-0.4	-1.7	-3	2
CCc1cc(C(=O)OC)c(NC(=O)c2cc(Br)cs2)s1	0	-4	-15	-7	6	-1.2	-2.5	24	2
Cc1nc(-c2cccs2)ccc1C(=O)O	-10	8	-24	48	3	-2.5	-3.1	0	3
CC(C)[C@H](NC(=O)c1ccccc1)C(=O)N1CCc2ccccc21	-9	-1	3	-20	-5	-3.0	-3.2	32	3
Cc1cccc(C)c1OCCCCCNCCO	12	2	-11	11	0	-2.2	0.1	-8	0
O=C(NC(=S)Nc1ccccc1F)c1ccc(Br)o1	-7	-1	1	42	10	-2.1	-1.6	0	4
Cc1cc(C)n(S(=O)(=O)c2ccccc2)n1	-6	5	-5	37	-5	-1.6	-2.6	/	-2
COc1ccc(C2C(Oc3ccccc3C)C(=O)N2Cc2ccc(F)cc2)cc1OC (centres undefined)	28*	4	-4	10	-5	-1.1	-2.0	30	-8
Cc1c(C(=O)OCC(=O)NCc2ccc3c(c2)OCO3)cccc1[N+](=O)[O-]	-6	10	-2	11	-7	-0.4	-0.9	25	9
CC(C)CCNC(=O)CC1Nc2c3ccccc3nc(=S)n2C1=O (centres undefined)	-4	4	-2	43	-7	-4.1	-4.6	0	5
O=C(NCc1ccc2c(c1)OCO2)C1CCCN(S(=O)(=O)c2cccnc2)C1 (centres undefined)	-2	6	0	-1	7	-3.9	-2.9	18	0

The final four compounds of the part above open the next one:
SMILES	GPR7 antagonist	IDE cell activ	pCIP destab	PHOSPHO1 inh	M18AAP inhibitor	VIM-2 inhibitor	IMP-1 inhibitor	NALP1 inh	IDE inh
COc1ccc(C2C(Oc3ccccc3C)C(=O)N2Cc2ccc(F)cc2)cc1OC (centres undefined)	28*	4	-4	10	-5	-1.1	-2.0	30	-8
Cc1c(C(=O)OCC(=O)NCc2ccc3c(c2)OCO3)cccc1[N+](=O)[O-]	-6	10	-2	11	-7	-0.4	-0.9	25	9
CC(C)CCNC(=O)CC1Nc2c3ccccc3nc(=S)n2C1=O (centres undefined)	-4	4	-2	43	-7	-4.1	-4.6	0	5
O=C(NCc1ccc2c(c1)OCO2)C1CCCN(S(=O)(=O)c2cccnc2)C1 (centres undefined)	-2	6	0	-1	7	-3.9	-2.9	18	0
C/C(N)=C(/C#N)C(=O)CSc1ccc2c(c1)OCCO2	-6	-1	-16	-16	-2	-2.9	-3.0	-6	0
O=S1(=O)[C@H]2C[C@@H]3C=C[C@@]2(CN1Cc1ccc(Cl)cc1)O3	3	-1	-12	-19	-3	-1.4	-1.1	8	3
Cc1ccc(NC(=O)COC(=O)Cc2ccsc2)c(C)c1	-2	6	8	28	-18	0.1	-0.4	27	2
Fc1ccc(NC(=S)N2CCCCC2)cc1	-6	0	-2	5	-3	0.3	-0.1	22	-4
O=C(CSc1ccc(Br)cc1)N1CCN(C(=O)c2ccco2)CC1	-1	-9	-3	44	-1	-1.4	-4.0	8	12
Cc1ccc(C(=O)N/C(=C\c2cccs2)C(=O)N2CCCCCC2)cc1	-9	9	0	4	2	-2.4	-1.9	-3	3
CCOC(=O)c1cnc2c(ccc3ccccc32)c1NCCCN(C)C	-1	-2	4	30	-1	25*	1.3	21	-1
CCSCc1nnc(SCC(=O)Nc2cccc(C(C)=O)c2)n1C	-7	5	-1	-1	-5	-3.4	-2.8	23	-5
CSc1cccc(NC(=O)c2cnccn2)c1	3	2	-1	1	-8	-4.7	-5.5	2	0
CCCC(=O)N(c1ccc2oc(=O)sc2c1)S(=O)(=O)c1ccccc1	11	-8	-5	7	33*	-1.4	-0.4	3	5
CC(OC(=O)CCc1c[nH]c2ccccc12)C(=O)c1ccccc1 (centres undefined)	14	3	-14	26	4	1.7	-3.3	-7	-8
CCn1c(=N)n(CCO)c2ccccc21	-5	-1	-8	7	-7	-2.1	-1.3	-5	-3
O=C(CN1CCN(S(=O)(=O)c2ccc(Br)cc2)CC1)N/N=C/c1ccc(Br)s1	-11	3	4	-5	-4	0.2	-0.4	-10	2
Cc1ccc(SCc2nn(C)c(Cl)c2C=O)cc1	-5	3	-9	8	-2	1.5	-2.7	-11	-6
O=C(N/N=C/c1ccccc1C(=O)O)C(=O)N1CCCCC1	-9	5	-18	29	0	-2.7	-2.3	3	3

Quoted at random: 3 records from the list
SMILES	GPR7 antagonist	IDE cell activ	pCIP destab	PHOSPHO1 inh	M18AAP inhibitor	VIM-2 inhibitor	IMP-1 inhibitor	NALP1 inh	IDE inh
CCSCc1nnc(SCC(=O)Nc2cccc(C(C)=O)c2)n1C	-7	5	-1	-1	-5	-3.4	-2.8	23	-5
Fc1ccc(NC(=S)N2CCCCC2)cc1	-6	0	-2	5	-3	0.3	-0.1	22	-4
O=C(CSc1ccc(Br)cc1)N1CCN(C(=O)c2ccco2)CC1	-1	-9	-3	44	-1	-1.4	-4.0	8	12

(continued)
SMILES	GPR7 antagonist	IDE cell activ	pCIP destab	PHOSPHO1 inh	M18AAP inhibitor	VIM-2 inhibitor	IMP-1 inhibitor	NALP1 inh	IDE inh
NC(=O)c1ccsc1NC(=O)COC(=O)CSc1ccc(Cl)cc1	-3	4	-1	54	1	-1.0	-0.7	7	0
O=S(=O)(Nc1ccc(Cl)c(Cl)c1)N1CCOCC1	-4	0	2	/	-1	0.3	-3.5	0	3
O=C(CSc1nc(-c2ccccc2Cl)ns1)Nc1ccc2c(c1)OCO2	8	-5	-9	-20	3	-1.8	-1.5	18	1
CCOc1ccccc1Nc1ncccc1C(=O)O	3	2	-5	20	1	0.9	-1.7	-13	2
COc1ccc(CN(CC(=O)NCc2ccc(F)cc2)C(=O)c2ccco2)cc1	-6	1	2	28	-8	-2.4	-0.8	-1	-1
CC(O)c1ccc2c(c1)OCCOCCN(C)CCOCCO2 (centres undefined)	-8	2	-9	-4	7	-1.5	-2.5	-16	3
Cc1ccc(NS(=O)(=O)c2cc3c(cc2C)NC(=O)CO3)cc1	-4	-3	-4	-16	-3	1.2	-2.3	9	-1
Cc1cccc(C)c1NC(=S)N(Cc1ccccc1)Cc1cccs1	-8	-2	1	-14	0	-3.4	-2.8	-1	3
O=C(CSc1cccc[n+]1[O-])Nc1ccccc1Oc1ccccc1	-6	-4	-1	40	10	-3.5	-2.6	-3	1
NC(=O)c1cc(-c2ccccc2)nc2ccc(Br)cc12	-12	/	-7	37	-4	-1.9	-3.8	/	2
CCOC(=O)n1n[n+]([O-])c2ccccc21	-8	1	-8	-14	-4	-1.4	-2.8	16	4
O=C(COC(=O)Cn1cnc2ccccc2c1=O)NCc1ccccc1Cl	6	0	-3	36	-13	-3.3	-3.8	10	0
O=C(NC(=S)N(CCCCO)C1CCCCC1)c1sc2ccccc2c1Cl	13	-7	-2	-7	2	-1.4	-1.0	13	-3
